TDP1 cell CPT: DT40-hTDP1 cell growth loss with CPT; chicken DT40 Tdp1-/-;hTDP1 cells + 20 nM CPT, ATP luminescence, 48 h; Potency, µM (top dose mostly 46.2 µM), for the others: at the highest dose activity change, negative = growth inhibition, most hits filed as inhibitors; 12% of 420,000 active; note: nearly all actives have a fitted effect of over 55% in size
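Chicken DT40 Tdp1-/- cells complemented with human TDP1, 400 cells/well, exposed to compounds plus 20 nM camptothecin for at least 48 h at 37 C; viability read as ATP content by CellTiter-Glo luminescence.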
TDP1 block: inhibitors of human tyrosyl-DNA phosphodiesterase TDP1 | Q9NUW8 | recombinant TDP1, AlphaScreen DNA substrate cleavage | Potency, µM (doses to about 130 µM), for the others: top-dose activity change, negative = inhibition, hits mostly inhibitors | 0.28% of 350,000 active | AID 485290; note: nearly all actives have a fitted effect of over 40% in size
Target sequence (Q9NUW8 whole entry, looked up): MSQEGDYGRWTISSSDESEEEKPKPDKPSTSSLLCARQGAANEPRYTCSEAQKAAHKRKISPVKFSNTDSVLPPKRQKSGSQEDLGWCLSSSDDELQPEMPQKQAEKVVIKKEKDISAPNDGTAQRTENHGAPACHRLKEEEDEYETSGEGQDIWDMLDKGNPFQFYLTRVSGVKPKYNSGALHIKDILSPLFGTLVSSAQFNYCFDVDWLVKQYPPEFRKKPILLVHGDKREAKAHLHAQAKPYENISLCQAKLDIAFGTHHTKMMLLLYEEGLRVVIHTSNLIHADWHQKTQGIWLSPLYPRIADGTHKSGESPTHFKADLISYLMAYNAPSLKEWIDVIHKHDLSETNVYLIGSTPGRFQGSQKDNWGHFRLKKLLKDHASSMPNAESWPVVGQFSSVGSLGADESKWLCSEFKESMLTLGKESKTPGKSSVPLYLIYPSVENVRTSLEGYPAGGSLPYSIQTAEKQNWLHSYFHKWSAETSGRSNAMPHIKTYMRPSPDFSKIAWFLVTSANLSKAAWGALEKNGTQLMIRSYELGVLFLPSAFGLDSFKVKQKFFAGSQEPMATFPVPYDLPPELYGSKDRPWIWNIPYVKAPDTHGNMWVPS
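Signal: AlphaScreen proximity between streptavidin donor and anti-FITC acceptor beads on intact substrate. Reaction: Tdp1 1 nM, substrate 15 nM final, 5 min RT after 15 min compound preincubation.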
DT40 TDP1 no CPT: qHTS for Inhibitors of human tyrosyl-DNA phosphodiesterase 1 (TDP1): qHTS in cells in absence of CPT; 15% of 420,000 active; Potency, µM (series often up to 46.2 µM), for inactives: at the top dose activity change, negative = growth inhibition, hits mostly inhibitors; DT40 Tdp1-/- hTDP1 cells, no CPT, ATP luminescence, 48 h; AID 686978, 2013; note: nearly all actives have a fitted effect of over 55% in size
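Luminescent ATP content (CellTiter-Glo) served as the growth readout. Knockout chicken DT40 cells expressing human TDP1 were exposed to compounds without camptothecin for a minimum 48 hr at 37 °C.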
* hit, by the source's call; ? = inconclusive; . = not tested or not shown; & = joins results of further samples. Calls come from the whole dose curve; as a rule, active = well fitted curve in the direction sought with a large enough effect; inconclusive = small, poorly fitted or top-dose-only effect, or another doubt; inactive = no such curve, though single readings can be large; an effect the other way counts as inactive or inconclusive. % is set by controls: 0 for no effect and ±100 for the full control effect; potency is the fitted concentration of half-maximal effect.

SMILES | TDP1 cell CPT | TDP1 block | DT40 TDP1 no CPT
CCCCN1CNC(=S)N(c2ccccc2OCC)C1 | -19.1% | 1.4% | -15.6%
O=C(CCC1CCCN(Cc2cccc(Cl)c2)C1)NCc1ccccc1F (stereo not given) | 20.6µM* | . | ?
O=c1[nH]c2ccc(NC(=S)Nc3ccc(Cl)cc3)cc2[nH]1 | 2.1% | -3.8% | 0.4%
CCOc1ccc(CCN2C(=S)N([C@@H](Cc3ccc(O)cc3)CN3CCC[C@@H]3CN3C(=S)NC[C@@H]3Cc3ccccc3)C[C@@H]2Cc2ccc(O)cc2)cc1 | 3.66µM* | . | 4.11µM*
COc1ccccc1NC(=O)NCCN1CCNC1=O | 11.6% | 5.1% | -3.3%
O=C(/C=C/c1ccc(F)cc1)NC(=S)Nc1ccccc1C(=O)NC1CCCCC1 | 16.4µM* | 7.9% | 13µM*
CCC(CC)C(=O)Nc1ccc(C)c(O)c1 | -19.8% | 0.0% | -10.2%
COc1ccc(NC(=O)CSc2nc3ccccc3c(=O)n2C)cc1 | ? | . | 10.3µM*
CN(C)c1oc(/C=C/c2ccccc2)nc1C#N | -21.2% | 2.7% | -24.3%
Cn1cc(/C=C(\C#N)C(=O)Nc2cccc([N+](=O)[O-])c2)c2ccccc21 | 13µM* | 3.7% | 8.2µM*

Next part.
SMILES | TDP1 cell CPT | TDP1 block | DT40 TDP1 no CPT
C/C=C(\C)C(=O)NCCN1C2=NC[C@H](Cc3ccc(O)cc3)N2C[C@@H]1Cc1ccc(OC)cc1 | ? | 1.3% | ?
CCCC12CN3CC(C)(CN(C1)C3c1cn(C)c3ccccc13)C2=O (stereo not given) | ? | 7.0% | ?
O=C(NCc1ccco1)c1nn2c(C(F)(F)F)cc(-c3cccs3)nc2c1Cl | -0.4% | -2.3% | 2.8%
CCC(=O)NCCc1nc2cc(NC(=O)c3ccccc3Cl)ccc2n1C | 31.9% | . | -1.0%
Cc1cc(C)cc(NC(=O)CSc2nc3c(oc4ccccc43)c(=O)n2-c2ccccc2F)c1 | ? | 2.0% | -2.4%
CCCNC(=O)N(C)c1nncnc1C(=O)NC | -2.2% | 0.0% | 8.4%
Cc1cc(C)c(NC(=O)Cn2c(=O)n(CC3CCCO3)c(=O)c3ccccc32)c(C)c1 (stereo not given) | 11.7% | 0.9% | 2.1%
O=C(NCCNC(=O)c1ccc(-c2cc(Cl)ccc2Cl)o1)c1cnccn1 | ? | . | 20.6µM*
COc1ccc(N2CC(C(=O)NCc3ccccc3)CC2=O)cc1 (stereo not given) | -7.4% | 1.0% | 6.4%
COc1ccc(Cc2c(-c3ccc(C#N)cc3)nc3c(Cl)cc(C(F)(F)F)cn23)c(C)c1 | ? | . | 18.4µM*

Remaining list, next part:
SMILES | TDP1 cell CPT | TDP1 block | DT40 TDP1 no CPT
Cc1noc(C)c1CN1C(=O)c2ccc([N+](=O)[O-])cc2C1=O | -4.3% | . | 2.4%
COC(=O)C(C)(C)NC(=O)c1cccs1 | 4.0% | -2.0% | -17.5%
CCc1ccc(NC(=O)Cn2c(-c3cncs3)nc3ccccc32)cc1 | ? | 7.0% | 14.6µM*
CCOc1ccc(S(=O)(=O)NCCc2csc3nc(-c4ccc(F)cc4)nn23)cc1 | 11.6µM* | 2.6% | 6.51µM*
Cn1ncc([N+](=O)[O-])c1C(=O)Nc1cc(Cl)ccc1Cl | 13.4% | . | -5.7%
COCCNC(=O)C(=O)N/N=C/c1cccs1 | 0.3% | 3.6% | 1.7%
NC(=O)c1ccc(NC(=O)COC(=O)CCC2CCCCC2)cc1 | 9.7% | -0.2% | -2.2%
Cc1cc2oc(C(=O)Nc3cccnc3)c(C)c2cc1C | -17.2% | 2.0% | -15.4%
Cc1cc(C)c2c(=O)n(CC(=O)N3CCN(c4ccccc4)CC3)ccc2n1 | -6.8% | . | -28.0%
CC(Sc1nc(-c2ccccc2)cc(C(F)(F)F)n1)C(=O)Nc1ccc2c(c1)OCO2 (stereo not given) | -27.9% | -3.4% | -17.8%

Next records follow:
SMILES | TDP1 cell CPT | TDP1 block | DT40 TDP1 no CPT
CCc1n[nH]c(=S)n1/N=C/c1cc(OC)cc([N+](=O)[O-])c1O | 8.8% | 2.7% | -23.3%
Cc1ccccc1NC(=S)NCc1ccc2[nH]c3c(c2c1)CCCC3 | ? | -5.3% | 20.6µM*
O=C(Nn1c(-c2ccccc2)nc2ccccc2c1=O)c1ccc([N+](=O)[O-])cc1 | -5.8% | -5.4% | -6.9%
O=C(N/N=C/c1ccncc1)c1ccccn1 | -10.5% | . | 5.6%
Cc1ccc(OC(=O)c2ccncc2)c(C)c1 | 1.2% | . | 1.9%
Cc1cccc(C)c1N1C(=O)CC(N2CCSCC2)C1=O (stereo not given) | -3.3% | -0.6% | -1.1%
CC(=O)N1CCN(C(=O)COc2ccccc2C(=O)Nc2ccccc2)CC1 | 3.1% | 4.8% | 6.9%
COc1ccc(-n2c(C)cc(C)c(C(C)=O)c2=S)cc1 | -4.6% | 3.8% | -7.6%
COC(=O)[C@H](Cc1ccc(O)cc1)NC(=O)Cn1cnc2c(SC)nc(N)nc21 | -0.7% | -0.7% | -3.1%
CCOC(=O)N1CCN(C(=O)CCCn2nc(C)c3sc4ccccc4c3c2=O)CC1 | ? | 3.9% | 25.9µM*

One compound at a time, as listed above:
Listed for `Cc1ccc(OC(=O)c2ccncc2)c(C)c1` : TDP1 cell CPT: 1.2%; TDP1 block: .; DT40 TDP1 no CPT: 1.9%
Listed for `Cc1cccc(C)c1N1C(=O)CC(N2CCSCC2)C1=O` (stereo not given) : TDP1 cell CPT: -3.3%; TDP1 block: -0.6%; DT40 TDP1 no CPT: -1.1%
Listed for `O=C(Nn1c(-c2ccccc2)nc2ccccc2c1=O)c1ccc([N+](=O)[O-])cc1` : TDP1 cell CPT: -5.8%; TDP1 block: -5.4%; DT40 TDP1 no CPT: -6.9%

(continued)
SMILES | TDP1 cell CPT | TDP1 block | DT40 TDP1 no CPT
O=C(NC12CC3CC(CC(C3)C1)C2)c1ccc([N+](=O)[O-])o1 | 23.1µM* | 2.9% | 23.1µM*
Cc1ccc(C(=O)OCC(=O)Nc2ccc(Cl)cn2)s1 | -14.5% | 1.5% | 23.1%
CCOC(=O)c1cc(-c2ccccc2C)nn1CC1CC(c2ccc(OC)cc2)=NO1 (stereo not given) | ? | -2.8% | ?
CC(C)N1C(=O)/C(=C\c2nc3ccccc3c(=O)[nH]2)c2ccccc21 | ? | 8.4% | 29.1µM*
CC(=O)N(CCCN(C)C)CCC(C)CCC=C(C)C (stereo not given) | ? | 4.2% | ?
CSCCC(C(=O)NCc1ccccc1)n1c(-c2ccc3c(c2)CCO3)nc2ccccc21 (stereo not given) | ? | . | ?
O=C(NNC(=O)C1C2CCC(C2)C1C(=O)O)c1ccc(Cl)cc1 (stereo not given) | -8.1% | 2.4% | -5.5%
CC(CCc1ccccc1)NCC(O)COc1ccccc1 (stereo not given) | ? | 4.8% | ?
Cc1cccc(OC(=O)c2ccc3c(=O)n4c(nc3c2)CCC4)c1 | -2.2% | . | -9.5%
Cc1ccccc1-c1nc(CS(=O)(=O)CC(=O)NCc2ccccc2)c(C)o1 | -2.9% | 5.4% | ?

Next part.
SMILES | TDP1 cell CPT | TDP1 block | DT40 TDP1 no CPT
CC(=O)c1ccc(S(=O)(=O)Nc2ccccc2C(=O)NC2CC2)cc1 | -11.4% | -0.4% | -5.7%
Cc1nn(CC(O)c2ccccc2)c(C)c1Br (stereo not given) | 6.5% | -0.5% | 0.9%
CCOc1ccccc1C(=O)Nc1ccc2c(c1)C(=O)NC2=O | 11.7% | . | 8.8%
CCOc1ccccc1N(CC(=O)N1CCCCCC1)S(C)(=O)=O | 0.2% | 1.1% | ?
COc1cccc(NC(=O)C(c2ccccc2)N2CCN(CC(=O)N3CCOCC3)CC2)c1 (stereo not given) | -18.6% | 1.0% | -22.0%
O=C(NCCNC(=O)c1cc(OCC(F)(F)F)ccc1OCC(F)(F)F)Nc1ccccc1 | ? | 4.8% | ?
COCCCN1C(=O)c2[nH]nc(-c3ccccc3O)c2C1c1cccc(Cl)c1 (stereo not given) | 20.6µM* | 8.2% | 2.91µM*
CCn1nccc1NC(=O)c1ccc2sc([C@@H]3O[C@H](CO)[C@H](O)[C@H](O)[C@H]3O)nc2c1 | 0.5% | . | 2.6%
COc1ccccc1CNC(=O)CCCn1c(=O)c2ccccc2n(Cc2ccc(F)cc2)c1=O | 16.4µM* | -2.7% | ?
Cc1cc(C)c(C)c(S(=O)(=O)N2CCSCC2)c1C | -0.1% | . | -7.8%

Next part:
SMILES | TDP1 cell CPT | TDP1 block | DT40 TDP1 no CPT
CC(C)c1ccc(S(=O)(=O)c2nnn3c2nc(NCc2cccs2)c2sccc23)cc1 | 6.6% | 5.1% | -23.1%
Cc1nn(CC(=O)OCC(=O)c2ccccc2)c(C)c1[N+](=O)[O-] | -20.2% | 0.0% | -2.4%
Cc1cccc(NC(=O)CCn2nc(C)c3c(C)n(-c4ccccc4)nc3c2=O)c1C | 4.1% | 2.8% | -4.6%
COc1ccc(C2CC(=O)c3ccccc3O2)cc1 (stereo not given) | ? | 0.0% | ?
O=c1[nH]ncc2c3ccccc3n(Cc3ccccc3F)c12 | -0.5% | -2.0% | ?
c1ccc(-c2nc(-c3ccco3)cs2)nc1 | 14.6µM* | 4.0% | 16.4µM*
CCOc1ccc(NS(=O)(=O)c2ccc(OC)c(C)c2)cc1 | ? | 6.6% | ?
CN(C)S(=O)(=O)c1cccc(COC(=O)c2cc([N+](=O)[O-])ccc2N2CCOCC2)c1 | ? | 2.7% | ?
O=C(CSc1nnc(NC(=O)C2CC(=O)N(c3ccc(F)cc3)C2)s1)NCc1ccco1 (stereo not given) | -15.0% | 2.4% | -9.1%
Cc1ccc(CNc2ccccc2C(=O)O)s1 | -1.0% | 1.1% | -0.7%

(cont.)
SMILES | TDP1 cell CPT | TDP1 block | DT40 TDP1 no CPT
COc1ccc(C(=O)N2CCN(c3ccc(NC(=O)Cc4ccccc4)cc3)CC2)cc1 | ? | 0.4% | ?
C[C@H](CO)NC(=O)c1nc[nH]c1C(=O)N[C@H](C)c1ccccc1 | -0.8% | . | -12.0%
O=C(O)c1ccc2c(c1)C1C=CCC1C(c1cc3c(cc1Br)OCO3)N2 (stereo not given) | 1.7% | 0.0% | 0.9%
COC(=O)[C@@H]1CCCN1C(=O)CCc1nnc(CCc2c[nH]c3ccccc23)o1 | ? | -2.8% | ?
CC(C)Cc1nc(Nc2ccc(S(=O)(=O)N3CCCC3)cc2)c2nnn(Cc3ccccc3)c2n1 | ? | 0.0% | ?
Cn1c(=O)c2sccc2n2c(CCC(=O)NCc3ccccc3)nnc12 | 3.6% | 2.9% | -12.8%
Cc1ccc(CNC(=O)c2cc(COc3c(F)cccc3F)on2)s1 | -22.7% | -1.2% | -28.8%
Cc1cc(C)cc(OCC(=O)Nc2ccc(N3CCN(S(C)(=O)=O)CC3)cc2)c1 | -10.9% | -1.0% | -6.6%
NC(=O)c1cc2cc(Br)ccc2oc1=NCc1ccccc1 | -24.9% | 2.9% | -29.1%
COc1ccc(Cl)cc1NS(=O)(=O)c1c(C)[nH]c(=O)[nH]c1=O | -0.1%&-3.3% | -2.6% | ?

Following part
SMILES | TDP1 cell CPT | TDP1 block | DT40 TDP1 no CPT
O=C(Nc1ccc(F)cc1)c1cccc2ccccc12 | -27.2% | 0.6% | ?
CNC(=S)N1N=C(c2cccs2)CC1c1ccc(OC)cc1 (stereo not given) | -4.9% | 1.9% | -2.0%
O=[N+]([O-])c1ccccc1/C=C/CN1CCCCC1 | 5.9% | -1.0% | -15.4%
CCNC(=S)N(Cc1cccs1)Cc1cc2cc(OCC)ccc2[nH]c1=O | ? | 0.0% | 16.4µM*
CN1CCN(S(=O)(=O)c2ccc(N3CCN(C(c4ccccc4)c4ccccc4)CC3)nc2)CC1 | ? | -1.8% | 16.4µM*
CC1=C(C#N)C(/C=N/OCc2ccc(Cl)cc2)CC(=O)N1 (stereo not given) | 21.0% | -2.6% | -20.0%
COc1ccccc1N1CCN(CC(=O)c2c[nH]c3ccccc23)CC1 | ? | 2.7% | 10.3µM*
COc1ccc(C(C(=O)NCC2CCCO2)N(C(=O)c2snc(C(N)=O)c2N)c2ccccc2C)cc1OC (stereo not given) | -20.6% | 0.0% | ?
COc1ccc(/C=C2/C(=N)N3C(=NC2=O)Sc2cc(S(C)(=O)=O)ccc23)cc1OC | 1.3% | 1.3% | -19.9%
CCOC(=O)C1CCCN(S(=O)(=O)CCNC(=O)c2ccc(F)cc2)C1 (stereo not given) | 23.0% | -0.5% | -28.5%
CN(CC(=O)Nc1ccccc1Cl)C(=O)COC(=O)c1ccc(S(=O)(=O)C(F)F)cc1 | -8.4% | -2.6% | -19.4%
CCN(C(=O)CSc1nnc(Cc2ccccc2F)n1N)C1CCS(=O)(=O)C1 (stereo not given) | -5.7% | 2.3% | -9.2%
